# Screens from PubChem.
# B2AR arrestin: agonists driving beta-arrestin recruitment to human beta2-adrenergic receptor. P07550. beta-arrestin recruitment to beta2AR, cell-based reporter. Potency, µM (doses to about 46.1 µM), for the others: top-dose activation, hits mostly activators. 330,000 compounds, 0.02% hits. AID 492947;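 also: potency is read from the fitted curve at half-maximal effect; 0% = DMSO controls and full agonism = EC100 isoproterenol or metaproterenol; nearly all actives have a fitted effect of over 65% in size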
# a7 integrin act: activates integrin-mediated alleviation for muscular dystrophy; AID 624291; Potency, µM (series often up to 38.3 µM), for inactives: at the top dose activation, most hits filed as activators; alpha7betagal myoblasts, beta-gal FDG fluorescence, 48 h; 350,000 compounds, 0.064% hits;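 also: potency is read from the fitted curve at half-maximal effect; 100% = response of the positive control SU9516; nearly all actives have a fitted effect of over 60% in size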
#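 Alpha7betagal+/- myoblasts (passage 13) were plated 16-24 hr, then exposed to compounds (1:260 dilution of DMSO stock) for 48 hours at 37C. After MPER lysis, β-galactosidase reporter activity was read as FDG fluorescence (ex 480/em 540) after 30 minutes.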
# Giardia killer: kills Giardia lamblia. Giardia lamblia trophozoite viability. activity change, % at 7.66 µM, hits read low. 340,000 compounds, 0.15% hits; in the data active = activity change below about -80%; inconclusive = between about -30% and that limit;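 also: parasites exposed to compound for two days anaerobically before the ATP read; % is scaled to controls: 0 for no effect and ±100 for the full control effect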
#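 Giardia lamblia trophozoites (100 cells/well) were incubated with compounds for 48 h at 37 deg C under anaerobic conditions. Viability was read as ATP content by one-step luminescence after 15-30 min at room temperature.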
# FBPA coupling cs: inhibits coupling enzyme system, counter-screen for aldolase hits; AID 2472; coupling enzyme system counterscreen, AmpLite Red fluorescence; 290,000 compounds, 0.67% hits; activity change, negative = inhibition, % at 58.2 µM, hits read low; in the data active = activity change below about -30%; also: % is scaled to controls: 0 for no effect and ±100 for the full control effect
#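 Activity here indicates interference with the coupling reaction, not aldolase inhibition. Compounds at 57.5 uM final met coupling enzymes for 10 min at RT; substrate and AmpLite Red detection followed, with a 525/598 nm fluorescence read after 20 min.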
# Tb PFK block: blocks T. brucei phosphofructokinase. O15648. T. brucei PFK, ADP-Glo luminescence. Potency, µM (top dose mostly 57.5 µM), without a hit: at the highest dose activity, negative = inhibition, usual class: inhibitors. 330,000 compounds, 0.17% hits;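 also: potency is read from the fitted curve at half-maximal effect; 0% = uninhibited 1x PFK enzyme wells and -100% = no-enzyme wells; nearly all actives have a fitted effect of over 60% in size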
#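 Activity is normalized to no-enzyme wells (full inhibition) and 1.25 nM enzyme wells (no inhibition). Reaction: 0.5 mM F6P, 0.1 mM ATP, 45 min RT, ADP-Glo luminescence; concentration-response curves fitted and classed by quality.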
# PTAP TSG101 blk: blocks PTAP/TSG101 interaction to inhibit HIV-1 budding | Fluorescence polarization, FITC-PTAP peptide / Tsg101 binding | Potency, µM (series often up to 115 µM), without a hit: top-dose activity change, negative = inhibition, actives largely listed as inhibitors | 340,000 tested, under 10 active | AID 493005; active = well fitted inhibition curve with a large enough effect in the main read-out, with a control signal flat, not every such curve was filed as active; inconclusive = small, poorly fitted or top-dose-only effect, or effect the other way, or a change in a side signal; inactive = no such curve, though single readings can be large or run the other way; also: potency is read from the fitted curve at half-maximal effect; % of control where 0% means no effect
# Target sequence (Q99816 whole entry, looked up): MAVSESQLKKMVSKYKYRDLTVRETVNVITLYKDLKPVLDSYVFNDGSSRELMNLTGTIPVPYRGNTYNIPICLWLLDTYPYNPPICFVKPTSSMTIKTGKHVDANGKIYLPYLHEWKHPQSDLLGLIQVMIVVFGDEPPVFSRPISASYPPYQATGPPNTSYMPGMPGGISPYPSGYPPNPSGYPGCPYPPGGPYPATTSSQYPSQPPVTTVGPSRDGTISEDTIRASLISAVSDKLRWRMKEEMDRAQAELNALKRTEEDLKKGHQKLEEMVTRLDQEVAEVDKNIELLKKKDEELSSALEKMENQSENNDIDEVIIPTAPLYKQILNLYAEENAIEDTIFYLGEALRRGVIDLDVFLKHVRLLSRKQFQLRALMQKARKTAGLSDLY
#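 Fluorescence anisotropy tracks displacement of a FITC-tagged PTAP peptide (50 nM) from the Tsg101 binding domain (10 uM), following a 20 min room-temperature incubation at pH 7.5.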
# Menin-MLL TR inh: menin-MLL binding inhibition, Texas Red mutant peptide; O00255; Menin + Texas Red MLL mutant peptide, fluorescence polarization; Potency, µM (highest dose often 61.6 µM), without a hit: at the highest dose FP activity change, negative = inhibition, actives largely listed as inhibitors; 270,000 compounds, 0.23% hits; active = well fitted inhibition curve with a large enough effect in the polarisation, with a control signal flat, not every such curve was filed as active; inconclusive = small, poorly fitted or top-dose-only effect, or effect the other way, or a change in a side signal; inactive = no such curve, though single readings can be large or run the other way; the % refers to the polarisation; also: potency is read from the fitted curve at half-maximal effect; % of control where 0% means no effect; many of its hits are not listed in these tables
# Target sequence (O00255 whole entry, looked up): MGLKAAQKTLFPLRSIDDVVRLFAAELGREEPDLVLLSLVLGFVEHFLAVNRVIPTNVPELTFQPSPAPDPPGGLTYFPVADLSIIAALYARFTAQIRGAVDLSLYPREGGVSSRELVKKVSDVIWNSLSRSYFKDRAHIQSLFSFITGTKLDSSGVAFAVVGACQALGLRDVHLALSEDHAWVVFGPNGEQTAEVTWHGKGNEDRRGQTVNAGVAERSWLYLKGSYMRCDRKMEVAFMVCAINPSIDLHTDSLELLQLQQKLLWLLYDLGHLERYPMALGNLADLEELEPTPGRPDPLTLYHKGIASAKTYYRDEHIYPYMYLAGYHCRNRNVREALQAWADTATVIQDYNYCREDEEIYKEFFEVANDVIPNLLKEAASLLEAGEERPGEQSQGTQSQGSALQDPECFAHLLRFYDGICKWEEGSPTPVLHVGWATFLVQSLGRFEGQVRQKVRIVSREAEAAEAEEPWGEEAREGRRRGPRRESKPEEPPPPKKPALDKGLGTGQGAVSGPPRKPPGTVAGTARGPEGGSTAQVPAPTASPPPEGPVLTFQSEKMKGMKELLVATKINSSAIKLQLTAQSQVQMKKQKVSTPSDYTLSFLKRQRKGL
# Chronic BCR inh: inhibitors of chronic active B-cell receptor signaling; Potency, µM (highest dose often 46.1 µM), for the others: at the highest dose ratio change, negative = lower green/red ratio, actives largely listed as inhibitors; 340,000 compounds, 0.05% hits; ABC-DLBCL IkBa-CBG/CBR reporter, luminescence ratio, 4 h; active = well fitted inhibition curve with a large enough effect in the signal ratio, with a control signal flat, not every such curve was filed as active; inconclusive = small, poorly fitted or top-dose-only effect, or effect the other way, or a change in a side signal; the % refers to the signal ratio;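 also: potency is read from the fitted curve at half-maximal effect; plate controls were basal doxycycline-induced cells for no effect and cells given 10 µM MG132 for full effect; MG132 reads +100%, hits lower the ratio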
#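 TMD8 ABC-DLBCL cells carrying doxycycline-inducible green luciferase fused to IkappaBalpha plus unfused red luciferase were exposed to compounds (up to 46 uM) for 4 hrs at 37C. Activity came from the overlap-corrected green/red luminescence ratio.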
# ASM inhibitor: blocks human secretory acid sphingomyelinase | Potency, µM (highest dose often 57.5 µM), without a hit: at the highest dose activity change, negative = inhibition, actives largely listed as inhibitors | 340,000 compounds, 0.006% hits | placental ASM, HMU-PC fluorogenic substrate, 60 min; also: potency is read from the fitted curve at half-maximal effect
#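 Fluorogenic HMU-PC substrate (9 uM final) is turned over by placental ASM in 60 min at 37 C after a 10 min compound preincubation. Reaction ended by alkaline stop (pH 10), with fluorescence read at 386/447 nm.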
# * hit, by the source's call; i = inactive; u = inconclusive; x = not tested or not shown; & = joins results of further samples; [ ] = dose if it differs, or a comment. Unless noted, calls follow the shape of the dose curve; as a rule, active = well fitted curve in the direction sought with a large enough effect; inconclusive = small, poorly fitted or top-dose-only effect, or another doubt; inactive = no such curve, though single readings can be large; an effect the other way counts as inactive or inconclusive. An excerpt (hit frequency here may not be typical).
no.	canonical_smiles	B2AR arrestin	a7 integrin act	Giardia killer	FBPA coupling cs	Tb PFK block	PTAP TSG101 blk	Menin-MLL TR inh	Chronic BCR inh	ASM inhibitor
1	COc1ccc2c(c1)C1(C)CCN(C)CC(C1)C2O (stereo unspecified)	x	-5%	x	x	x	x	x	x	x
2	CC1CCCN(CCCNC(=O)c2ccc3c(c2)N(Cc2cccc(Cl)c2)C(=O)c2ccccc2S3=O)C1 (stereo unspecified)	x	-61%[inhibitor]	x	x	x	x	x	x	x
3	Cc1cc(C)c(S(=O)(=O)N2Cc3ccccc3-n3nncc3C2)c(C)c1	x	-31%	x	x	x	x	x	x	x
4	C[C@H](CO)N1C[C@H](C)[C@H](CN(C)C(=O)Oc2cccc3ccccc23)OCc2cnnn2CCCC1=O	x	15%	x	x	x	x	x	x	x
5	O=C1CC(N2CC2)C(=O)N1c1ccccc1 (stereo unspecified)	x	18%	x	x	x	x	x	x	x
6	COC(=O)C1=C(c2ccc(OCc3ccccc3)cc2)C[C@@H]2CC[C@H]1N2C(=O)NCc1ccc2[nH]ccc2c1	x	-6%	x	x	x	x	x	x	x
7	O=C(/C=C/c1ccccc1)N1Cc2ccccc2-n2nncc2C1	x	13%	x	x	x	x	x	x	x
8	CC1CN2C(=O)C1(c1ccccc1)C(=O)NC2=S (stereo unspecified)	x	2%	x	x	x	x	x	x	x
9	C[C@H]1CNC(=O)c2c(C(=O)Nc3ccc(CNC(=O)OC(C)(C)C)cc3)ncn21	x	8.9µM*	x	x	x	x	x	x	x
10	COc1cc(CNCCc2c[nH]c3ccccc23)cc(OC)c1OC	x	-29%	x	x	x	x	x	x	x
11	Cc1ccccc1NC(=O)N1Cc2ccccc2-n2nncc2C1	x	3%	x	x	x	x	x	x	x
12	COc1ccc(-n2c(=S)[nH]c3ccc(C)cc3c2=O)cc1	x	2%	x	x	x	x	x	x	x
13	C=CCOC(=O)N1Cc2ccccc2-n2nncc2C1	x	2%	x	x	x	x	x	x	x
14	CCC1C=CC=CC[C@H](C)[C@@H](O)[C@](C)(O)C(=O)[C@@H](C)[C@H](O)[C@@H](C)C(=O)[C@H](C)[C@@H](O)[C@H](C)C=CC(=O)OC2[C@@H](C)C(CC1)OC1(CC[C@@H](C)C(C[C@H](C)O)O1)[C@@H]2C (stereo partly specified)	-0.3%	x	x	x	5%	x	x	12%	x
15	NC(Cc1cc(O)c(O)cc1O)C(=O)O (stereo unspecified)	0.0%	x	x	x	0.85µM*	x	u	-8%	x
16	Cc1cc(-c2cc(C)c(N)c(C)c2)cc(C)c1N	x	x	u	x	x	1%	x	x	-3%
17	CC1[C@H]2Cc3ccc(O)cc3[C@]1(C)CCN2C (stereo partly specified)	x	x	-18	x	x	3%	x	x	6%
18	Oc1cc(Cl)c(Cl)c(Cl)c1	x	x	5	x	x	-4%	x	x	0%
19	C=C(C)[C@@H]1[C@H]2OC(=O)[C@H]1[C@]1(O)C[C@H]3O[C@]34C(=O)O[C@H]2[C@]14C	x	x	5	x	x	1%	x	x	-3%
20	CC(=O)N(C)CC#CCN1CCC(O)CC1	x	x	19	x	x	-1%	x	x	-4%
21	C[n+]1ccc(-c2cc[n+](C)cc2)cc1	x	x	24	x	x	0%	x	x	-2%
22	Oc1ccc(C2=CCNCC2)cc1O	x	x	-10	x	x	-7%	x	x	0%
23	CCCN1CCc2cccc3c2[C@H]1Cc1ccc(O)c(O)c1-3	x	x	-7	x	x	0%	x	x	35%
24	CN1C[C@H](C(=O)NC2(C)OC3(O)[C@@H]4CCCN4C(=O)[C@H](Cc4ccccc4)N3C2=O)CC2c3cccc4[nH]cc(c34)C[C@H]21 (stereo partly specified)	x	x	-27	x	x	-4%	x	x	10%
25	C[C@@]12N[C@@H](Cc3ccccc31)c1ccccc12	x	x	25&19	x	x	-1%&-2%	x	x	2%&1%
26	CCN(CCCl)Cc1ccccc1Br	x	x	8	x	x	-5%	-19%	x	0%
27	COc1cc(CC(C)N)c(OC)cc1I (stereo unspecified)	x	x	1	x	x	1%	-11%	x	0%
28	CCOC(=O)c1ccccc1C(=O)OCC	x	x	-14	x	x	-20%	-2%	x	5%
29	CCCN1CCC[C@@H]2Cc3nc(N)ncc3C[C@H]21	x	x	2	x	x	-1%	-8%	x	8%
30	O=C(O)Cc1cnc[nH]1	x	x	8	x	x	5%	-10%	x	3%
31	Cc1ccc(S(=O)(=O)N[C@@H](CCCCN)C(=O)CCl)cc1	x	x	0	x	x	-7%	-14%	x	14%
32	C[N+](C)(C)CC#CCN1CCCC1=O	x	x	-11	2	x	-1%	x	x	0%
33	COC(=O)C1=C(c2ccccc2)C[C@@H]2CC[C@H]1N2C(=O)NCCS(C)=O (stereo partly specified)	x	-1%	-13	x	x	x	x	x	7%
34	COC(=O)C1=C(c2cc3ccccc3s2)C[C@@H]2CC[C@H]1N2C(=O)N1CCCCC1	x	-9%	2	x	x	x	x	x	-8%
35	COC1C(O)C(C)OC(OC2CCC3(C)C(CCC4C3C(O)CC3(C)C(C5=CC(=O)OC5)CCC43O)C2)C1O (stereo unspecified)	x	30%	0	x	x	1%	x	x	1%
36	C=CCCC1(C(C)C)C(=O)NC(=S)NC1=O	x	10%	10	x	x	-4%	x	x	4%
37	Cc1noc(C)c1CC(=O)N1CCCC(N2CCN(c3ccccc3F)CC2)C1 (stereo unspecified)	x	2%	14	x	x	-1%	x	x	-4%
38	CC(=O)O[C@@H]1/C=C/[C@](C)(O)C[C@@H](C)C/C=C/[C@H]2[C@@H]3O[C@]3(C)[C@@H](C)[C@H]3[C@H](Cc4ccccc4)NC(=O)[C@@]312	x	-30%	12	x	x	-2%	x	x	-3%
39	CN1CC2=CC(O)CC3Oc4c(O)ccc(c4[C@]23C)C1 (stereo partly specified)	x	10%	11	x	x	0%	x	x	-1%
40	COC(=O)C1=C(c2ccccc2)C[C@@H]2CC[C@H]1N2C(=O)NC1CC1	x	3%	9	x	x	1%	x	x	6%

# An excerpt of these results, with values under each structure:
# Results follow in this order: B2AR arrestin | a7 integrin act | Giardia killer | FBPA coupling cs | Tb PFK block | PTAP TSG101 blk | Menin-MLL TR inh | Chronic BCR inh | ASM inhibitor
39: CN1CC2=CC(O)CC3Oc4c(O)ccc(c4[C@]23C)C1 (stereo partly specified)
  x | 10% | 11 | x | x | 0% | x | x | -1%
40: COC(=O)C1=C(c2ccccc2)C[C@@H]2CC[C@H]1N2C(=O)NC1CC1
  x | 3% | 9 | x | x | 1% | x | x | 6%

# More records follow.
no.	canonical_smiles	B2AR arrestin	a7 integrin act	Giardia killer	FBPA coupling cs	Tb PFK block	PTAP TSG101 blk	Menin-MLL TR inh	Chronic BCR inh	ASM inhibitor
41	COC(=O)C1=C(c2cccc(OC)c2OC)C[C@@H]2CC[C@H]1N2C(=O)NC(C)C	x	-7%	1	x	x	-2%	x	x	-1%
42	C[C@]12CCC3C(CC[C@H]4C[C@H](O)[C@H](O)C[C@]34C)C1CC[C@@H]2O (stereo partly specified)	x	25%	7	x	x	-3%	x	x	0%
43	Nc1cccc2c1Cc1cc([N+](=O)[O-])ccc1-2	x	-12%	-15	x	x	-5%	x	x	-2%
44	CC(=O)c1ccc(S(=O)(=O)N2CCN(c3nc4c(C)c(C)ccc4cc3C#N)CC2)cc1	x	-42%[inhibitor]	-3	x	x	-1%	x	x	46%[activator]
45	CN1C(=O)C(C2CCCCC2)C(=O)N(C)C1=O	x	-19%	12	x	x	0%	x	x	1%
46	CN1Cc2cnnn2-c2ccccc2C1c1ccccc1 (stereo unspecified)	x	-18%	13	x	x	-4%	x	x	2%
47	Nc1ccc(Br)cc1	x	11%	26	x	x	0%	x	x	9%
48	O=C(Cc1cc(=O)oc2cc(O)ccc12)NN=Cc1ccc(N(CCCl)CCCl)cc1	x	-40%	28	x	x	-9%	x	x	i
49	C[C@]12CCC3C(CC[C@H]4[C@H](O)[C@H](O)CC[C@]34C)C1CC[C@@H]2O (stereo partly specified)	x	3%	10	x	x	-2%	x	x	0%
50	C=C(C)C1(CCCC)C(=O)NC(=S)NC1=O	x	-9%	-8	x	x	-1%	x	x	6%
51	COc1ccc([C@@H](O)[C@@H](N)c2ccccc2)cc1	x	-5%	-17	x	x	-1%	x	x	-3%
52	Nc1ccc(Sc2ccc(N)cc2)cc1	x	18%	5	x	x	-1%	x	x	0%
53	Cc1cccc(CC(c2cccc(C)c2)N(C)C)c1 (stereo unspecified)	x	18%	-3	x	x	-6%	x	x	2%
54	CC(CN1CCOCC1)C(C#N)(c1ccccc1)c1ccccc1 (stereo unspecified)	x	-23%	10	x	x	-1%	x	x	-1%
55	O=C1c2ccccc2-c2cc3ccccc3cc21	x	-18%	-22	x	x	-4%	x	x	-15%
56	Cc1ccc(N=C(/N=C(\N)N[N+](=O)[O-])Nc2ccc(C)cc2)cc1	x	-13%	20	x	x	0%	x	x	0%
57	COC(=O)C1C(C(=O)O)C2(Cl)C(Cl)=C(Cl)C1(Cl)C2(Cl)Cl (stereo unspecified)	x	9%	4	x	x	-4%	x	x	2%
58	COc1ccc(SCC2CN(C)CCC2c2ccc(F)cc2)cc1 (stereo unspecified)	x	u	-10	x	x	-17%	x	x	-7%
59	COC(=O)C1=C(c2cc3ccccc3o2)C[C@@H]2CC[C@H]1N2C(=O)NCc1cccc2ccccc12	x	-24%	9	x	x	-3%	x	x	-9%
60	COc1ccc(-c2ccc(OC)c(OC)c2OC)cc1	x	-3%	3	x	x	0%	x	x	1%
